DAX1 inh-1 = DAX1 (NR0B1) inhibition, primary screen; HEK293T StAR-luciferase reporter, SF-1/DAX-1 repression relief; inhibition, % at 6.8 µM; 370,000 tested, 1.1% active; AID 652010;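 active = inhibition above the mean over all tested compounds plus 3 SD, cut at about 3.6% in these data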;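 note: 0% = DAX-1 cells with DMSO and 100% = cells lacking DAX-1 with DMSO; higher inhibition means more luminescence from relief of DAX-1 repression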
DAX1 inh-2 = inhibitors of human orphan nuclear receptor DAX1 (NR0B1); P51843; HEK293 Gal4-DAX1 luciferase reporter, luminescence; inhibition, % at 6.75 µM; 340,000 tested, 0.99% active; AID 504766;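 active = inhibition above the mean over all tested compounds plus 3 SD, cut at about 4.2% in these data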;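 note: 0% = DAX1-transfected cells with DMSO and 100% = empty-vector control cells with DMSO; inhibition shows as a rise in luminescence from relieved DAX1 repression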
Target sequence (P51843 207-470 limits assumed): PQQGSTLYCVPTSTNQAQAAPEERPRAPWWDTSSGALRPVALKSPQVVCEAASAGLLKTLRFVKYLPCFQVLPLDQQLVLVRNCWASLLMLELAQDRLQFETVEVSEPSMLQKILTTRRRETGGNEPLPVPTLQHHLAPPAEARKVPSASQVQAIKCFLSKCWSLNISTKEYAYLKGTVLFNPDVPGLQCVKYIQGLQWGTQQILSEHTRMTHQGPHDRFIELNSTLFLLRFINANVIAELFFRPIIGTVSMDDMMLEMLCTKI
FXN GAA850 act = increases GAA850 frataxin promoter reporter activity | HEK293 lucGAA850 FXN promoter luciferase reporter, 24 h; percent of 10 µM SAHA response | activation, % at 6 µM | 360,000 tested, 0.56% active;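 active = activation above the average of all compounds screened plus 3 SD, cutoff fixed separately per campaign, cut at about 7.5% in these data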;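 note: 0% = DMSO wells and 100% = 10 µM SAHA wells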
PG9 binder = small molecules binding HIV-1 gp120 antibody PG9. 360,000 tested, 0.43% active. inhibition, % at 6.7 µM. TR-FRET gp120-PG9 antibody binding; in the data active = inhibition above about 8.5%
PLC-beta3 inh = PLC-beta3 (human) inhibition, primary screen | Q01970 | Purified PLC-beta3, fluorogenic substrate, fluorescence | inhibition, % at 12.2 µM | 370,000 tested, 0.18% active; in the data active = inhibition above about 11%;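 note: 0% = median of compound wells on plate and 100% = full blocker control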
hgDAF12 agonist = agonists of H. glycines DAF-12 nuclear receptor; activation, % at 6.8 µM; 370,000 tested, 1.8% active; HEK293 GAL4-hgDAF12 UAS-luciferase reporter, agonist luminescence; normalized to butyrate control;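 active = activation above a cutoff set at the mean of all screened compounds plus 3 SD, cut at about 10% in these data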;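 note: 0% = DMSO wells and 100% = sodium butyrate wells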
Rev-erbA mod = modulates human Rev-erb alpha binding to DNA; P20393; Rev-erbα–FITC-DNA binding, fluorescence polarization, 90 min; activity, % at 10 µM; 370,000 tested, 0.79% active;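 active = activity above about 14%, limit read from the data; passing the limit was not always enough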;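 note: 0% = DMSO wells with 35 nM protein and 100% = DMSO wells with 750 nM protein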
hcDAF12 agonist = H. contortus DAF-12 activation, primary screen | HEK293 hcDAF-12 lit1-tk-luc reporter, luminescence; 0% DMSO, 100% Δ7-dafachronic acid | activation, % at 6.8 µM | 370,000 tested, 1.4% active;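 active = activation above the mean of all tested compounds plus 3 SD, cut at about 5.5% in these data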;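 note: 100% = response to 3 µM Δ7-dafachronic acid high control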
ssDAF-12 act = activates DAF-12 receptor from parasite S. stercoralis; HEK293 ssDAF-12/GRIP1 lit1-tk-luc reporter, luminescence; % of 3 µM dafachronic acid response; activation, % at 6.8 µM; 370,000 tested, 1% active; AID 652126;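 active = activation above the mean over all tested compounds plus 3 SD, cut at about 0.9% in these data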;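 note: 0% = DMSO-only wells and 100% = 3 µM delta7-dafachronic acid wells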
SMARCA2 activ = increases SMARCA2 function in MMTV reporter cells | activation, % at 9.1 µM | MG213 cells, MMTV-luciferase reporter, dexamethasone, overnight | 370,000 tested, 1% active | AID 652017; in the data active = activation above about 7.8%;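 note: 0% = vehicle wells and 100% = reference activator wells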
HGIII-sPLA2 inh = Inhibits HGIII-sPLA2 liposome hydrolysis, primary screen; Q9NZ20; QFRET BODIPY PC-A2 liposome hydrolysis, fluorescence; AID 743126; inhibition, % at 12.2 µM; 370,000 tested, 0.56% active;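 active = inhibition above mean plus 3 SD of compounds lying within the high and low control bounds, cut at about 19% in these data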;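 note: 0% = median of test compound wells and 100% = no enzyme DMSO wells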
Target sequence (Q9NZ20 whole entry, looked up): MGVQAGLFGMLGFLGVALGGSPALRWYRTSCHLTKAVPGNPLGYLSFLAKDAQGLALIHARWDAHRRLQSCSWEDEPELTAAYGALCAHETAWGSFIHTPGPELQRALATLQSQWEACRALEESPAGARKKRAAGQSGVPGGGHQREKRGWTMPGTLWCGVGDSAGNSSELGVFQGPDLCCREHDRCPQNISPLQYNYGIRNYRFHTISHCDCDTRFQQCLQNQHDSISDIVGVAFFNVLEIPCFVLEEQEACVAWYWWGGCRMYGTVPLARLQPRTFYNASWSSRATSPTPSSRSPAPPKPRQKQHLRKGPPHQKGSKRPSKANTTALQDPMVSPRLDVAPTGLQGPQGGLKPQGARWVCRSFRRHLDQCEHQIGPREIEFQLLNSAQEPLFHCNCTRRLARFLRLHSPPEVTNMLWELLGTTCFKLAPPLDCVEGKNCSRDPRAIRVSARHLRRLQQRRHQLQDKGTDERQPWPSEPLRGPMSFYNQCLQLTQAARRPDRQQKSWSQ
Active calls of the source: *; i = inactive; x = no result given.

Sequence of screens: DAX1 inh-1	DAX1 inh-2	FXN GAA850 act	PG9 binder	PLC-beta3 inh	hgDAF12 agonist	Rev-erbA mod	hcDAF12 agonist	ssDAF-12 act	SMARCA2 activ	HGIII-sPLA2 inh
O=C(NCCN1CCOCC1)c1ccc2c(c1)N(Cc1ccccc1)C(=O)CS2
→ -0.6	0.1	-2.3	1.9	1.7	3.4	-2.4	0.4	-1.4	-1.8	-4.6
Cc1ccc(-c2nc3ccccn3c2Nc2ccccc2)o1
→ 0.5	-0.8	2.1	-4.5	i	3.9	-3.1	-0.4	0.5	-1.1	15.1
COc1ccc(CCn2ccc(O)c(Cc3c(F)cccc3Cl)c2=O)cc1OC
→ -0.8	0.3	0.8	-1.5	1.8	-0.3	0.1	-2.3	-1.4	-1.5	3.5
O=c1[nH]cnc2nc3n(c12)CCCCC3
→ 0.3	1.8	0.3	-1.4	2.5	0.3	0.6	0.4	-1.2	0.0	-2.2
CC(=O)c1c(C)[nH]c(C(=O)COc2ccc(C#N)cc2)c1C
→ -1.1	0.0	-1.1	4.0	-1.0	-1.7	4.5	-2.8	-1.6	-1.9	3.8
O=C(Nc1ccccc1)c1cccc(C(F)(F)F)c1
→ -0.4	-0.3	2.0	-0.4	7.5	0.0	2.5	-2.6	0.4	-2.1	6.0
CC(C)n1nc(C(=O)OCC(=O)NCCc2ccc(S(N)(=O)=O)cc2)c2ccccc2c1=O
→ -1.3	0.9	0.9	2.9	-7.0	-0.3	-2.4	0.2	-1.0	-3.7	10.3
Cc1cc(S(=O)(=O)NC(=O)[C@H]2O[C@@H](n3cnc4c(N)ncnc43)[C@H](O)[C@@H]2O)ccc1Br
→ -2.4	x	x	1.5	-0.2	-1.5	-2.1	-1.2	-1.1	-4.2	6.5
COc1cccc2c1OCC([C@@H]1C[C@H]3CN(Cc4cccc(Cl)c4)C(=O)[C@]34CCCN14)=C2
→ -1.3	-1.1	0.7	-1.5	-5.6	-5.6	-2.4	-1.3	-2.3	-0.1	-12.9
CC(NC(=O)c1ccccc1)C(=O)N/N=C/c1ccco1 (stereo unspecified)
→ -0.2	-0.9	-2.4	3.8	-8.1	1.1	-1.3	-2.1	-1.3	-1.8	4.6
CC1(C(=O)NCc2ccc3c(c2)OCO3)CCN1C(=O)C1(c2ccc(Cl)cc2)CC1 (stereo unspecified)
→ -0.8	x	0.8	0.2	0.6	0.7	-10.4	-1.8	-1.2	-3.6	4.2
C[C@@H](C(=O)CC(=O)OC(C)(C)C)[C@@H](O)c1ccccc1
→ -0.6	0.7	4.5	-0.9	1.3	0.3	0.4	-1.1	-1.1	-0.6	-1.4
Cc1ccc(C(=O)Nc2ccc(OCc3ccccc3)cc2)cc1[N+](=O)[O-]
→ -0.3	0.7	-0.8	-0.8	-0.9	1.9	-0.7	-1.4	-0.9	-0.4	6.0
CCOC(=O)CSc1nnc(-c2ccccc2)c(=O)[nH]1
→ -0.2	0.2	-2.4	0.9	1.4	0.4	-3.5	-1.7	-1.6	-0.6	5.9
CCOC(=O)c1cnc2c(-c3ccccc3)cnn2c1N
→ 5.6*	3.8	4.7	3.5	-23.9	12.0*	11.6	3.5	0.4	3.1	4.5
CCCn1c(-c2ccc(OC)cc2)nc2ccccc21
→ -0.3	0.3	1.9	1.3	1.2	1.1	-0.9	0.1	-1.5	0.8	-1.4
Cc1cc(=O)oc2cc(OCC(=O)Nc3cccnc3)ccc12
→ -0.8	0.0	-0.2	-2.2	-15.2	-0.1	-8.7	-0.2	-1.6	-2.5	-1.0
CCCN1C2=NCCN2c2ccccc21
→ 0.5	0.1	-0.8	-0.7	1.5	2.0	-5.2	-0.8	-1.2	2.0	-5.5
COc1ccc(N2CCN(CC(O)COc3cc(C)ccc3C)CC2)cc1 (stereo unspecified)
→ 0.0	0.3	2.9	0.4	4.0	0.6	-6.1	-0.1	-1.2	-2.0	5.5
CCn1c(C)cs/c1=N\S(=O)(=O)c1ccccc1
→ 0.0	1.3	-0.5	0.1	3.0	1.5	4.7	1.0	-1.5	0.3	7.3
CCOc1cc(/C=N/NC(=O)c2cc3c(ccc4ccccc43)o2)ccc1O
→ -2.4	-0.1	-1.4	0.6	-298.7	-2.2	5.3	-1.7	-1.7	0.4	-14.1
CS(=O)(=O)N(CC(=O)NCCSc1ccccn1)c1cccc2ccccc12
→ -1.0	-1.6	0.2	-1.3	3.5	-1.6	7.0	-2.3	-1.7	-2.3	-4.8
COc1cccc(C2C(C(=O)OC(C)C)=C(C)Nc3ncnn32)c1 (stereo unspecified)
→ 0.5	-0.3	-2.9	-1.1	1.8	-1.0	-0.3	-0.6	-1.4	8.2*	0.1
COC(=O)/C(C#N)=C/c1ccc(-c2ccc(S(N)(=O)=O)cc2)o1
→ -0.2	0.2	2.6	-7.2	-40.9	3.5	-4.0	-1.6	-1.6	0.1	-0.7
Cc1ccccc1-c1ccc2c(c1)O[C@H](CN(C)C(=O)C1CC1)[C@@H](C)CN([C@@H](C)CO)S2(=O)=O
→ -1.7	0.8	-1.8	0.8	0.2	-2.4	-2.8	-1.2	-1.7	0.1	0.0
O=C(Nc1cccc(C(F)(F)F)c1)OC1CCC12CCC(c1ccccc1)CC2 (stereo unspecified)
→ -1.2	x	x	x	3.1	1.0	-0.7	3.7	-1.2	0.8	11.1
N#C/C(=C\Nc1ccc2c(c1)OCCO2)c1nc2ccccc2[nH]1
→ -1.5	0.0	-0.3	-4.0	-31.7	-2.4	5.5	-2.7	-2.1	-1.1	-2.8
CN(CC(=O)Nc1ccccc1Cl)C(=O)COC(=O)c1cc([N+](=O)[O-])ccc1N1CCOCC1
→ 2.0	0.7	1.3	0.7	-6.0	0.8	2.7	-0.6	-0.9	-0.3	0.0
CC1=CC(=C(C#N)c2nc3ccccc3s2)C=C(C)N1CC1CCCO1 (stereo unspecified)
→ -0.5	-0.8	7.8*	-3.0	-19.0	2.4	5.6	-0.9	-1.8	-3.0	-1.9
COCCCNC(=O)C[C@H]1C[C@@]2(C(=O)OC)C(=C[C@H](C(C)(C)C)O[C@@H]2C)N(Cc2cccc3ccccc23)C1=O
→ -0.6	x	x	x	4.6	5.0	-0.7	-2.2	-1.2	-4.3	-23.7
CSc1cccc(NS(=O)(=O)c2ccc3c(c2)NC(=O)C(C)C(=O)N3)c1 (stereo unspecified)
→ 0.1	0.5	-2.5	-0.8	-1.7	-0.3	-1.2	-0.1	-0.7	-0.2	-1.8
Cc1ccc(S(=O)(=O)N2[C@@H](c3ccc4c(c3)OCO4)C(C(=O)O)=C[C@H]2CC2CCCC2)cc1
→ 1.0	0.0	0.7	-1.9	-5.8	0.5	2.2	1.6	-1.0	-0.3	-33.4
O=C(COC(=O)CN1C(=O)c2ccccc2C1=O)Nc1ccccc1
→ 0.5	1.3	0.2	-1.4	-2.0	4.0	1.9	0.8	-1.4	1.6	1.7
O=c1c2c3c(sc2n(CCN2CCCCC2)c(=O)n1Cc1ccco1)CCCCC3
→ -0.1	0.2	2.3	-2.1	-0.9	0.1	2.4	-0.8	-1.5	-1.8	0.2
CCCCC(C(=O)O)C(C)CC(=O)Nc1ccn(-c2ccccc2)n1 (stereo unspecified)
→ -0.2	-1.5	0.8	-1.7	-0.4	-0.5	6.4	0.6	-1.1	-0.7	-7.8
Cn1c(CC(=O)Nc2ccccc2)nnc1SCC(=O)Nc1ccc(N2CCOCC2)cc1
→ 0.1	2.1	2.1	-2.6	-2.0	7.2	2.3	0.2	-0.7	-0.2	-3.1
COCc1c(C(=O)NCCOc2ccc(Cl)cc2)oc2ccccc12
→ -0.5	1.0	-0.3	-0.5	-6.5	3.8	0.7	-1.2	-1.2	-2.3	-6.9
Cc1nn(CCCC(=O)N2CCN(c3ccc(F)cc3)CC2)c(C)c1[N+](=O)[O-]
→ 0.7	-0.7	1.0	-1.1	-7.9	-2.0	-3.1	-1.6	-1.5	-1.0	-3.6
Cc1ccccc1C(=O)NC(=S)Nc1ccccc1C(=O)O
→ 0.4	-0.5	3.6	-2.5	1.2	-2.3	-4.5	-1.6	-1.1	6.5	5.2
Cc1cccc(NC(=S)N2CCN(c3ccccn3)CC2)c1
→ 0.3	-0.4	0.6	-0.4	3.6	0.6	4.1	-1.8	-0.8	-0.3	12.2
Cc1ccc(-c2nc3ccccc3c(C(=O)NCc3cccs3)c2C)cc1
→ -1.1	-0.5	-0.3	-2.1	3.0	-1.4	-0.4	1.0	-0.6	-1.0	0.8
Cn1c(CN2CCOCC2)nnc1SCC(=O)Nc1cc(Cl)ccc1Cl
→ 0.1	1.0	0.3	1.5	-7.1	2.9	-3.2	1.1	-1.1	-2.9	4.8
O=S1(=O)CC(N2CCN(CCO)CC2)CN1Cc1cn(Cc2ccc(Cl)cc2)nn1 (stereo unspecified)
→ -1.1	x	x	-2.3	3.4	1.9	-2.6	0.6	-0.5	-1.0	-0.9
CCOC(=O)c1cnn(C)c1NC(=O)c1ccc([N+](=O)[O-])cc1
→ 0.4	-0.2	-0.8	-1.3	-3.2	1.6	-3.9	0.5	-0.8	-4.0	11.8
N#Cc1nc(-c2ccc(F)cc2)oc1NCc1ccco1
→ 0.1	0.8	3.7	-5.3	-249.7	3.1	-0.3	-1.4	-0.1	4.0	-0.3
CCCc1cc(C(=O)N/N=C/c2ccc(CC)s2)c2ccccc2n1
→ -2.5	-2.9	-3.4	1.0	-11.4	7.1	-1.9	-1.9	-0.9	-2.6	-1.8
O=C(CN1C(=O)NC2(CCc3ccccc32)C1=O)NCCc1ccccc1 (stereo unspecified)
→ -0.3	0.7	-3.2	2.7	-4.8	-2.3	0.1	-0.7	-1.1	-3.9	11.7
O=C(CS(=O)c1ccc(C(F)(F)F)cc1[N+](=O)[O-])Oc1ccccc1 (stereo unspecified)
→ 0.2	-1.4	7.4	1.9	-1.3	-2.9	0.1	3.1	-1.0	15.6*	-0.9
CCN(CC)S(=O)(=O)c1ccc(NC(=O)Cn2c(=O)oc3ccccc32)cc1
→ -1.6	-0.1	0.8	-0.2	2.1	-2.6	-1.0	-1.8	-1.4	-4.1	-19.4
NC(=O)C1CCN(C(=O)CN2CCc3ccccc32)CC1
→ -0.1	-0.2	0.2	-2.7	-13.9	2.6	-6.9	2.2	-0.3	-1.1	-10.4
COc1ccc(C(=O)/C=C/c2cccs2)c(OC(=O)N2CCOCC2)c1
→ -0.6	-1.1	1.9	-3.9	6.0	-1.1	1.1	-0.1	-0.8	0.7	-7.0
C[C@H]1CN([C@@H](C)CO)C(=O)Cc2cc(NC(=O)Cc3cn(C)c4ccccc34)ccc2O[C@@H]1CN(C)S(=O)(=O)c1cn(C)cn1
→ -0.9	1.4	0.9	-1.8	-2.3	-1.0	8.3	1.4	-0.5	0.5	-15.3
